From PubChem BioAssay
TWEAK Fn14 block – TWEAK-Fn14 signaling inhibition; actives 2% (n = 360,000); inhibition, % at 10 µM; TWEAK-stimulated Fn14 reporter cells, luciferase luminescence, 8 h; in the data active = inhibition above about 50%
TRPM1 prom inh – MITF TRPM1 promoter inhibition in SK-MEL-5 cells. actives 0.83% (n = 330,000). SK-MEL-5 TRPM1 promoter luciferase, 24 h. inhibition, % at 12.5 µM;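 active = mean inhibition across replicates of 60% or more, whatever share of single replicates reaches that level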; note: values of inactives mirror those of a sister screen read the other way
CF NFkB inh – blocks PAF-induced NF-kB reporter in cystic fibrosis cells; actives 0.86% (n = 360,000); inhibition, % at 5 µM; KKLEB NF-kB-GFP reporter, GFP fluorescence overnight; AID 588850;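 active = at least 50% inhibition at 5 µM, scaled per plate between neutral and stimulator controls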;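 note: PAF is a Pseudomonas aeruginosa culture filtrate used as stimulus; plate controls were PAF-stimulated DMSO wells for no effect and unstimulated DMSO wells for full effect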
aDG glyco act – alpha-DG glycosylation activation; AID 624168; Pro5-aDG cells, alpha-DG glycosylation AlphaScreen (IIH6); 0% Pro5, 100% B10-LARGE cell signal; actives 0.22% (n = 360,000); activation, % at 10 µM;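 active = activation of at least 8% versus controls, or a plate z-score of at least 8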;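 note: Pro5 are CHO cells carrying HIG-tagged alpha-DG that lacks glycosylation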
Peg3 promoter – Peg3 promoter activity inhibition. HeLa PEG-Prom luciferase reporter, luminescence, overnight. inhibition, % at 20 µM. actives 1.7% (n = 360,000). AID 588405;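 active = inhibition of at least 50% at 20 µM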
HIF-2a block – HIF-2a inhibition | inhibition, % at 18.8 µM | actives 0.72% (n = 360,000) | AID 624352 | 786-0 RCC cells HIF-2a reporter, luciferase luminescence, overnight;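 active = inhibition of the luminescence signal of 40% or more relative to plate controls, in a single-dose primary screen at 18.75 µM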
Shn3 inh set2 – reduces Shn3 3'UTR luciferase signal in osteoblasts; Clone20 osteoblast Shn3 3'UTR firefly luciferase, 24 h; inhibition, % at 12.5 µM; actives 0.52% (n = 360,000); AID 588674;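 active = mean inhibition of at least 75% with every replicate also reaching 75%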;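 note: 0% = median of neutral control wells and 100% = pilot-screen positive control compound; some compounds past the cut are filed as inactive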
NR2E3 ag-1 – activates human NR2E3 receptor; inhibition of corepressor binding, % at 3.98 µM; CHO-S Gal4-NCOR/VP16-NR2E3 two-hybrid, luciferase; AID 602229; Q9Y5X4; actives 0.35% (n = 360,000);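 active = inhibition above the mean of all tested compounds plus 3 SD, cut at about 70% in these data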;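 note: 0% = DMSO with NR2E3 transfected cells and 100% = cells lacking NR2E3 construct; higher means lower luciferase signal from less NR2E3 corepressor binding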
Target sequence (Q9Y5X4 whole entry, looked up, the tested form may be a part): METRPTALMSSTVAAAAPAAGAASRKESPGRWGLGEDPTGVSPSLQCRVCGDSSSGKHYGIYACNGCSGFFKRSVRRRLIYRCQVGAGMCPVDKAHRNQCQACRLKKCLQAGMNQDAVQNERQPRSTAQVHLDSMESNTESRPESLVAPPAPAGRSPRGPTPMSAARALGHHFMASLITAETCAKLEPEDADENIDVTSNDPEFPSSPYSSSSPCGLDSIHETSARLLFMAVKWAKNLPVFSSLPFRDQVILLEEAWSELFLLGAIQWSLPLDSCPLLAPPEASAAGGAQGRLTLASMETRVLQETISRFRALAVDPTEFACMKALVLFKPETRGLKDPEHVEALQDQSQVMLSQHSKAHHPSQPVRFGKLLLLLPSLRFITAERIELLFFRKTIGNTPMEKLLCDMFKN
hiPSC survival – enhancers of human iPSC single-cell survival; hiPSC single-cell survival, ATPlite luminescence; 100% = ROCK inhibitor wells, 0% = DMSO; survival enhancement, % at 20 µM; actives 0.044% (n = 360,000); in the data active = survival enhancement above about 18%;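 note: cells exposed to compounds for 16 hours before the ATP read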
NR2E3 ag-2 – agonists of human nuclear receptor NR2E3; Q9Y5X4; GST-NR2E3/biotin-RetCOR TR-FRET, 1536-well; inhibition of corepressor binding, % at 4.78 µM; actives 0.12% (n = 320,000); AID 2300;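 active = percent inhibition above the cutoff of mean plus 3 SD of all tested compounds, set per screening campaign, cut at about 20% in these data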;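 note: 0% = DMSO wells and 100% = biotin wells as full block of FRET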
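system = GST-tagged NR2E3 plus biotinylated RetCOR corepressor | input = 1.35 nM GST-NR2E3 | also added = 7 nM biotin-RetCOR | schedule = 5 h incubation at 4 °C | measured by = TR-FRET with europium anti-GST and streptavidin-D2, 340 nm excitation | read-out = percent loss of FRET ratio relative to control wells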
KKLEB tox – CF airway cell cytotoxicity counter-screen; AID 602141; actives 0.36% (n = 360,000); KKLEB CF airway cells viability, ATPlite luminescence, overnight; stronger effect = lower value; cells stimulated with P. aeruginosa culture filtrate; activity change (cytotoxicity), % at 5 µM;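 active = corrected activity change at or below -50% at 5 µM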
The depositor's hits bear a star; . = no result given.

Each structure is followed by: TWEAK Fn14 block | TRPM1 prom inh | CF NFkB inh | aDG glyco act | Peg3 promoter | HIF-2a block | Shn3 inh set2 | NR2E3 ag-1 | hiPSC survival | NR2E3 ag-2 | KKLEB tox
- Cc1c(C#N)c(N)nc2c3c(sc12)NC(=O)CC3c1ccccc1 (stereo not drawn)
 : -28.2 | 9.6 | -10.4 | 0.0 | 16.5 | 11.0 | 21.7 | 6.4 | -0.2 | 2.5 | -5.4
- COc1cc(CCCN2C(=S)NC[C@@H]2Cc2ccccc2)cc(OC)c1OC
 : 10.5 | -12.6 | 17.6 | 0.3 | 7.9 | 17.6 | -4.1 | -0.7 | 3.4 | -2.3 | 1.0
- COc1ccc(-c2ccc(C(=O)NCCN3CCOCC3)c3occc23)c(C)c1
 : 9.8 | . | 2.7 | 0.2 | -2.5 | -3.7 | 12.3 | -17.2 | 4.5 | . | -4.9
- O=C(NNC(=O)c1ccc2ccccc2c1O)Nc1ccc(F)cc1
 : -7.3 | -7.4 | 0.9 | -0.2 | -3.1 | 4.9 | 12.2 | -18.6 | -0.4 | -0.4 | 6.0
- Cc1noc(C)c1C(=O)OCC(=O)c1cc(C)n(Cc2ccccc2Cl)c1C
 : 8.8 | -51.7 | 0.3 | -0.3 | 1.4 | 2.4 | -14.7 | -22.5 | -1.8 | 3.1 | -1.9
- Cc1nc2ccccn2c(=O)c1NC(=O)c1cccs1
 : 4.3 | 7.7 | -4.2 | 0.1 | -14.2 | -19.5 | -4.1 | 27.8 | 0.0 | -2.7 | -12.2
- Cc1[nH]c2ccc(OCc3ccccc3)cc2c1CCN1C(=O)OC(C)(C)C1(C)O (stereo not drawn)
 : -17.6 | . | 16.9 | 0.0 | -5.0 | -5.7 | 1.1 | -10.5 | 2.1 | 1.1 | -4.0
- Cc1ccc(S(=O)(=O)Nc2ccc3ncccc3c2)cc1
 : -0.3 | 10.6 | -30.7 | 4.6 | 11.2 | 11.6 | 86.6* | 74.2* | 8.7 | -0.3 | 0.9
- CCN(CC)S(=O)(=O)c1ccc(/C=C/C(=O)OCC(=O)Nc2ccc(C(N)=O)cc2)cc1
 : -13.7 | 9.8 | -11.4 | -0.1 | 9.8 | 3.5 | 5.5 | -17.6 | -0.2 | -1.0 | -4.6
- O=[n+]1cc(-c2ccc(F)cc2)n([O-])c2c1CCC2
 : -2.8 | -8.1 | -4.1 | 0.0 | 9.4 | 11.5 | -2.8 | -20.7 | 13.7 | 5.8 | 3.7

An excerpt of these results, as tab-separated lines.
structure	TWEAK Fn14 block	TRPM1 prom inh	CF NFkB inh	aDG glyco act	Peg3 promoter	HIF-2a block	Shn3 inh set2	NR2E3 ag-1	hiPSC survival	NR2E3 ag-2	KKLEB tox
Cc1ccc(S(=O)(=O)Nc2ccc3ncccc3c2)cc1	-0.3	10.6	-30.7	4.6	11.2	11.6	86.6*	74.2*	8.7	-0.3	0.9
CCN(CC)S(=O)(=O)c1ccc(/C=C/C(=O)OCC(=O)Nc2ccc(C(N)=O)cc2)cc1	-13.7	9.8	-11.4	-0.1	9.8	3.5	5.5	-17.6	-0.2	-1.0	-4.6

(list continues)
Each structure is followed by: TWEAK Fn14 block | TRPM1 prom inh | CF NFkB inh | aDG glyco act | Peg3 promoter | HIF-2a block | Shn3 inh set2 | NR2E3 ag-1 | hiPSC survival | NR2E3 ag-2 | KKLEB tox
- O=C(CSc1n[nH]c(=O)n1CCc1ccccc1)NC1CCCC1
 : 11.4 | . | 2.7 | 0.0 | 6.3 | 0.2 | -8.5 | 5.9 | -1.5 | . | -1.5
- O=C(Nc1ccc(NC(=O)c2cccs2)cn1)c1ccco1
 : 57.4* | -10.2 | 3.3 | 0.0 | -95.0 | -92.1 | -41.3 | -53.4 | -4.9 | 0.9 | -6.6
- Cc1cc(C)n(/N=C/c2cc([N+](=O)[O-])ccc2O)c(=O)c1
 : -24.7 | -8.4 | 8.7 | -0.4 | 8.0 | 8.9 | -3.8 | -56.9 | 0.2 | 0.7 | 3.3
- O=C1C2C3CCC(C3)C2C(=O)N1CNc1ccc(F)cc1 (stereo not drawn)
 : 9.8 | 12.1 | -3.2 | 0.0 | -2.1 | 22.9 | -2.6 | -3.7 | 2.0 | -1.8 | 26.0
- CC(NC(=O)Cn1c(NCCO)nc2ccccc21)C1CC2CCC1C2 (stereo not drawn)
 : -12.8 | 1.8 | -1.3 | 0.0 | 11.0 | 13.8 | -11.7 | 18.6 | -1.8 | 2.9 | -2.7
- CCOc1ccc(CONS(=O)(=O)c2ccc(NC(C)=O)cc2)cc1Cl
 : -3.9 | 9.4 | -6.0 | 0.6 | 2.0 | 3.6 | 11.4 | -6.5 | 1.6 | -0.9 | 4.9
- CC1(C)C[C@@H]2C[C@@](C)(CN2C(=O)c2ccccc2)C1
 : -16.4 | 3.2 | -10.6 | -0.1 | 11.5 | 31.3 | -24.0 | 4.0 | 0.3 | -1.2 | 5.6
- O=C(O)C1CCCCC1C(=O)Nc1ccccc1Cl (stereo not drawn)
 : 4.5 | 0.4 | -1.6 | 0.1 | -8.3 | 5.9 | -10.1 | -9.7 | -3.0 | -0.3 | 11.4
- COC(=O)CN1C(c2cccc(Cl)c2)=Nc2ccc(Cl)cc2C1c1ccccc1 (stereo not drawn)
 : -2.1 | 0.6 | 12.7 | 0.3 | 9.4 | 0.7 | 13.8 | -13.4 | -1.4 | -0.7 | -16.2
- CCn1c(NC(=S)Nc2ccccc2)nc2ccccc21
 : -15.8 | -26.6 | -2.5 | -0.7 | -241.0 | -240.1 | -65.0 | 26.9 | -2.3 | 7.3 | 3.4
- OC[C@@H]1CN(Cc2cccc(C(F)(F)F)c2)C[C@H](n2cnc3c(NCc4ccc(F)cc4)ncnc32)O1
 : 5.5 | . | -8.2 | 0.0 | 20.6 | 19.9 | 14.9 | 11.2 | -0.5 | . | -2.0
- CC(c1ccc(C(C)(C)C)cc1)S(=O)CC(O)CO (stereo not drawn)
 : -10.4 | 0.6 | 5.8 | 0.0 | 10.9 | 10.1 | -9.1 | -12.3 | 1.7 | -6.9 | -4.7
- Cn1c(=O)c(NCCO)c2c3c(cccc31)C(=O)c1ccccc1-2
 : 5.1 | 2.1 | -18.7 | 0.1 | 8.2 | 15.5 | -14.7 | -20.7 | -0.3 | -3.2 | 3.0
- CC1(Cc2ccc(C(F)(F)F)o2)C(=O)Nc2ccc(-c3cccc(C(F)(F)F)c3)cc21 (stereo not drawn)
 : 2.8 | . | -23.1 | 0.0 | 3.6 | 13.8 | 24.5 | -11.2 | 1.8 | . | 12.8
- Cc1cc(F)ccc1S(=O)(=O)N1CCCOC1CNC(=O)C(=O)NCCc1ccco1 (stereo not drawn)
 : 13.3 | . | -28.9 | 0.2 | 1.4 | 10.7 | 11.1 | -4.8 | -1.8 | . | 7.7
- CCOc1ccc(C2/C(=C(/O)c3ccc(F)cc3)C(=O)C(=O)N2CCCN(C)C)cc1 (stereo not drawn)
 : 14.6 | 1.2 | 4.4 | 0.0 | -4.3 | 6.1 | -24.4 | -11.1 | -0.9 | 1.3 | -1.2
- CCCOc1ccc(F)cc1-c1cc(C(=O)Nc2ccc(OC)cc2OC)[nH]n1
 : 2.8 | . | -7.9 | 0.0 | 4.3 | 5.1 | 4.8 | -20.7 | -0.3 | . | 10.1
- CC(Sc1ccc(S(=O)(=O)N2CCOCC2)cc1[N+](=O)[O-])C(=O)O (stereo not drawn)
 : 4.6 | 3.8 | 5.4 | -0.3 | 7.8 | 12.7 | 1.0 | 27.7 | 2.6 | 1.1 | 0.9
- CC(C)(C#CC(O)(c1ccccc1)c1ccccc1)N1CCCC1
 : -0.7 | -13.0 | 14.2 | 0.1 | -4.3 | -2.6 | -2.9 | -20.9 | -0.1 | -3.0 | -9.9
- O=C(Cc1ccccc1)N/N=C/c1ccccn1
 : 17.4 | -3.1 | -9.8 | -0.1 | 2.0 | -25.9 | -15.5 | -16.1 | -1.2 | 2.8 | -3.6
- COC(=O)[C@H](Cc1ccccc1)NC(=O)C1CCN(C(=O)[C@H](C)NS(=O)(=O)c2ccc(C)cc2)CC1
 : 5.6 | -4.3 | -14.0 | -0.1 | 6.3 | 13.3 | -0.9 | -37.0 | -0.3 | -1.4 | 26.2
- COc1ccccc1-n1c(COc2ccccc2-c2ccccc2)nnc1SCC(=O)c1c(N)n(C)c(=O)n(C)c1=O
 : -4.3 | 5.9 | 9.4 | -0.2 | -28.6 | 15.0 | 19.5 | 12.3 | -0.1 | 1.4 | -9.5
- CCN1CCN(C2CCCCC2NS(=O)(=O)c2ccccc2)CC1 (stereo not drawn)
 : -9.4 | 1.6 | -15.3 | 0.6 | -9.4 | -6.1 | 6.6 | -13.8 | 0.1 | -2.0 | 24.8
- CCc1[nH]nc2c1C(C(C)C)C(C#N)=C(N)O2 (stereo not drawn)
 : 31.7 | 10.5 | 8.3 | -0.2 | 17.3 | 3.4 | -27.3 | -19.2 | -1.4 | 0.6 | 1.4
- O=C(Nc1ccc(Cl)cc1)NC1CCCC1Cc1ccco1 (stereo not drawn)
 : -25.9 | -8.0 | 9.9 | 0.6 | -25.2 | -80.6 | -15.5 | -31.4 | 1.0 | 0.6 | -2.6
- CN(C)Cc1c(O)ccc2c(=O)c(-c3ccc(Cl)cc3)coc12
 : -27.4 | -21.0 | 5.9 | -0.1 | -14.8 | -52.3 | -3.8 | -28.2 | 0.2 | 3.2 | -3.0
- CN(C(=O)C1CCCO1)c1nnc(-c2cnccn2)s1 (stereo not drawn)
 : -3.0 | -5.1 | 10.9 | -0.1 | -10.9 | -2.1 | . | -17.9 | 3.8 | -1.9 | -0.2
- O=C(Cn1c(=O)oc2ccccc21)Nc1nnc(N2CCCCCC2)s1
 : 4.9 | . | -21.4 | 0.1 | 7.0 | 10.6 | 1.9 | 23.1 | -2.3 | 1.1 | 1.7
- CCOC(=O)Nc1ccc(S(=O)(=O)Nc2nc(C)cc(C)n2)cc1
 : 5.2 | -4.4 | -5.1 | -0.1 | 17.5 | 5.6 | -5.6 | -6.9 | 7.4 | 1.0 | -15.9
- Cc1ccccc1CN(c1ccc(C(=O)N2CCc3ccccc3C2)cc1)S(C)(=O)=O
 : 20.1 | 0.7 | 14.5 | 5.6 | -20.9 | 5.8 | 40.7 | 2.8 | -0.6 | -1.6 | 0.3
- O=C(CCl)Nc1ccc(S(=O)(=O)Nc2nccs2)cc1
 : 37.8 | -1.4 | -15.5 | 0.1 | -10.8 | 0.9 | -23.0 | 0.3 | -0.2 | 3.7 | -8.8
- O=C(NCCc1ccc(Cl)cc1)c1cc(S(=O)(=O)N2CCCCC2)c[nH]1
 : 13.1 | . | -14.9 | -0.1 | 23.9 | 20.9 | -0.1 | -31.4 | 2.9 | -1.6 | 15.8
- C=CCn1c(N(C)C)nc2c1c(=O)[nH]c(=O)n2C
 : 13.0 | -2.3 | -3.4 | 0.3 | -0.1 | 8.5 | 13.9 | -4.9 | 1.7 | -2.7 | -3.1
- COC(=O)CCc1c(C)nn(-c2ccccc2)c1C
 : -11.2 | -16.2 | -14.0 | 0.0 | -31.2 | -49.6 | 6.5 | -16.8 | -1.6 | 0.6 | 12.3
